Source: PubChem BioAssay
ANO1 activ = TMEM16A chloride channel activators or potentiators, primary screen, cell-based, HTS; Anoctamin-1 (Mus musculus), Q8BHY3; HEK293 TMEM16A/YFP-H148Q/I152L, iodide quench fluorescence; stronger effect = lower value; B-score at 10 µM; actives 0.3% (n = 340,000);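 active means fluorescence-ratio B-score plate-corrected deviation score at least 3 library SD below zero, with starting fluorescence score within 5 deviations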;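 further: channel opened by trigger with iodide after compound preincubation; score built on the fluorescence ratio of max minus min over baseline; more negative score means more quench and so TMEM16A activation or potentiation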
Target sequence (Q8BHY3 whole entry, looked up): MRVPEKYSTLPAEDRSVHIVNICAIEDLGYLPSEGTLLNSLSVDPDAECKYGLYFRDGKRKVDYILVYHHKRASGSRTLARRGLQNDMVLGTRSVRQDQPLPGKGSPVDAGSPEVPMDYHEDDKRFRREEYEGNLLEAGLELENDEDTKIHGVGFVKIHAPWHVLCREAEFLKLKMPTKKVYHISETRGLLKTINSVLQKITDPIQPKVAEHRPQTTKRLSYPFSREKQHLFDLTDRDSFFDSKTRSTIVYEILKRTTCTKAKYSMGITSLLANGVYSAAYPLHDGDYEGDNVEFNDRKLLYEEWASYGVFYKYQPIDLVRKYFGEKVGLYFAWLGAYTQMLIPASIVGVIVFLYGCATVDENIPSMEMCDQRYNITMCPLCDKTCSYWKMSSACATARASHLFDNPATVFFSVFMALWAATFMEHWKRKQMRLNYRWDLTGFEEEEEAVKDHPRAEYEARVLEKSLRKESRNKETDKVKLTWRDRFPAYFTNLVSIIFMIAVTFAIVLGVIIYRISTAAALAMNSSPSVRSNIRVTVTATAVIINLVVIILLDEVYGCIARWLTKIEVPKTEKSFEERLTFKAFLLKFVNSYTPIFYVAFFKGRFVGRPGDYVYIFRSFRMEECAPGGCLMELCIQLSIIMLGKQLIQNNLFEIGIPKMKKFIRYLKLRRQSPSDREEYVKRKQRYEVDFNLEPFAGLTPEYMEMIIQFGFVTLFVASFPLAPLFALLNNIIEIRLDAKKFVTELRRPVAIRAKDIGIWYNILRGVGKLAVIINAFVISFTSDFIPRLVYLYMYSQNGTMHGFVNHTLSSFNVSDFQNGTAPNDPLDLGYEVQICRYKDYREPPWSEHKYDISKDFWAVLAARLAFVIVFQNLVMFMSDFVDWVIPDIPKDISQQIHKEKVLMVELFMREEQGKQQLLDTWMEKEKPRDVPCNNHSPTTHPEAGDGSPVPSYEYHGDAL
* = called active by the depositor; i = inactive. Only part of the results is shown; count on the stated rates, not on these rows.

SMILES	ANO1 activ
CCCc1cc(=O)[nH]c(SCC(=O)Nc2ccc(C)c(S(=O)(=O)N3CCCCC3)c2)n1	i
C=C(NC(=O)C(=C)NC(=O)c1csc(C2=NC3c4csc(n4)C4NC(=O)c5csc(n5)C(C(C)(O)C(C)O)NC(=O)C5CSC(=N5)/C(=C/C)NC(=O)C(C(C)O)NC(=O)c5csc(n5)C3(CC2)NC(=O)C(C)NC(=O)C(=C)NC(=O)C(=C)NC(=O)C(C(C)C)NC2C=Cc3c(C(C)O)cc(nc3C2O)C(=O)OC4C)n1)C(N)=O (centres undefined)	i
COc1cc(CN(C)C(=O)C(=O)c2c[nH]c3ccccc23)ccc1O	i
COc1ccccc1C(=O)OCC(=O)Nc1cccc(S(=O)(=O)NC2=NCCCCC2)c1	i
CC(OC(=O)c1ccc(Cl)cc1)C(=O)NCC1CCCCC1 (centres undefined)	i
Cc1ccc(NC(=O)CN(C)C(=O)CSc2ccccc2F)cc1	i
Cc1cc(C)c(NC(=O)c2ccc3nccnc3c2)c(C)c1	i
COc1ccc(C(=O)C(C)OC(=O)CCN2C(=O)C3CC=CCC3C2=O)cc1 (centres undefined)	i
CC1(C)c2ccccc2C(=O)c2ccccc21	i
COC(=O)c1c(C)[nH]c(C(=O)C(C)OC(=O)c2cc(C)oc2C)c1C (centres undefined)	i
Cc1ccccc1NC(=O)c1ccc(OCc2c(C)noc2C)cc1	i
C=CCn1c(SCC(=O)c2c(N)n(C)c(=O)n(C)c2=O)nnc1-c1ccoc1C	i
COc1cc(C2C3=C(COC3=O)OC(C)(C)Oc3cc4c(cc32)OCO4)cc(OC)c1OC (centres undefined)	i
Cn1cnc([N+](=O)[O-])c1S(=O)(=O)Oc1ccc(Cl)cc1	i
C[C@H](CO)N1C[C@H](C)[C@@H](CN(C)C(=O)Nc2ccc(C(F)(F)F)cc2)Oc2c(NC(=O)CCC(F)(F)F)cccc2C1=O	i
COCCn1nnnc1C(C(C)C)N(Cc1ccccc1)Cc1cc2cc(OC)ccc2[nH]c1=O (centres undefined)	i
O=C(COC(=O)CNC(=O)c1ccc([N+](=O)[O-])o1)Nc1ncc(Cl)cc1Cl	i
COc1cc2oc(=O)ccc2cc1-c1c(OC)ccc2ccc(=O)oc12	i
CCN1C(=O)[C@H]2[C@@H](c3ccc(-c4cccc(Cl)c4)c(OC)c3)N3CCCC[C@@]3(C(=O)OC)[C@H]2C1=O	i
COc1ccc(CCC2(C)NC(=O)N(C(C)C(=O)Nc3ccccc3F)C2=O)cc1 (centres undefined)	i
CC(=O)c1cccc(NC(=O)CNC(=O)Cc2cccc3ccccc23)c1	i
O=C(Nc1cc(Cl)ccc1Cl)P(=O)(O)c1ccccc1	i
COc1cccc(CNC(=O)c2cc(=O)[nH]c3ccc(S(=O)(=O)N4CCOCC4)cc23)c1	i
COc1ccc(CNC(=O)c2cc(C3CC3)nc3c2cnn3C(C)C)cc1OC	i
O=C(Cc1ccccc1F)NNC(=O)c1cccs1	i
O=C(CN1C(=O)NC2(CCOc3ccccc32)C1=O)c1ccc(Cl)s1 (centres undefined)	i
CCN(C(=O)COC(=O)CCS(=O)(=O)c1ccccc1)c1c(N)n(Cc2ccccc2)c(=O)[nH]c1=O	i
O=C(CSc1ccccc1F)NC(=O)c1ccccc1Br	i
Cc1ccc(NC(=O)CSc2nc(C)c(C)c(C)n2)cc1S(=O)(=O)N1CCOCC1	i
COc1ccc(CC(=O)Nc2cc(S(=O)(=O)N3CCCCC3)ccc2C)cc1	i
O=C(COC(=O)COc1ccc(Cl)cc1)NCCCc1ccccc1	i
CN(CC(=O)Nc1c(Cl)cccc1Cl)C(=O)Cc1cccs1	i
CN(C)CCCNc1oc(-c2ccc(Cl)cc2)nc1S(=O)(=O)c1ccccc1	i
N#Cc1ccc(N[C@@H]2CCN3C(=O)c4ccccc4[C@@H]3C[C@H]2O)cc1	i
CN(C(=O)c1cccc(NC(=O)Cc2ccc(NC(=O)C3CCCN(C(=O)C4CCCC4)C3)cc2)c1)C1CCC1 (centres undefined)	i
CC(=O)Nc1ccc(S(=O)(=O)NCCC(=O)OCC(=O)NC(C)c2ccc(Cl)cc2)cc1 (centres undefined)	i
COc1ccc(C2=NOC(Cn3nc(-c4ccccc4)cc3C(=O)NCc3ccccc3OC)C2)cc1 (centres undefined)	i
Cc1cccc(C)c1NC(=O)CN(C)C(=O)CCC(=O)c1ccccc1	i
CC(=O)C[C@H](O)CC(=O)[C@@H]1OC(=O)CCCCCc2ccccc21	i
Cn1c(N)c(C(=O)COC(=O)Cc2ccc(Cl)cc2Cl)c(=O)n(C)c1=O	i
Cc1ccc(C(=O)N[C@H](C(=O)NC2CCCCC2)C(C)C)cc1	i
O=C(Cc1ccccc1F)Nc1cc(S(=O)(=O)N2CCCC2)ccc1Cl	i
CCCSc1ccc([C@@H]2[C@H]3C(=O)N(C)C(=O)[C@H]3[C@]3(C(=O)OC)CCCN23)cc1OC	i
COc1cccc(NC(=O)CN(C)C(=O)c2cc3ccccc3cc2OC)c1	-34.1*
COc1ccc(O)cc1	i
CC(C)CCN(C(=O)c1ccncc1)c1c(N)n(Cc2ccccc2)c(=O)[nH]c1=O	i
O=C(O)c1ccccc1C(=O)c1cccc2c(Br)cccc12	i
COc1ccc(C(=O)N2CCNC(=O)C2)cc1S(=O)(=O)Nc1ccc(Br)cc1	i
COc1ccc(CNC(=O)COC(=O)C(CCSC)NC(=O)c2ccco2)cc1OC (centres undefined)	i
CCCCN(C(=O)c1cccc(N2C(=O)c3ccccc3C2=O)c1)c1c(N)n(CCCC)c(=O)[nH]c1=O	i
Remaining list, next part.
SMILES	ANO1 activ
O=C(O)c1cc(-c2ccccc2)nc(-c2ccccc2)c1	i
COc1ccc(NC(=O)CN(C)C(=O)c2ccc3ccccc3n2)cc1	i
COc1ccc(NS(=O)(=O)c2cc(C(=O)N(C)CCc3ccccn3)ccc2Cl)cc1	i
CN(CC(=O)Nc1ccc(F)c(F)c1F)C(=O)c1nn(Cc2ccccc2)c(=O)c2ccccc12	i
Cc1ccc2c(c1)C(=O)N1[C@H]3c4cc(Cl)ccc4OC[C@@H]3[C@H](c3ccccc3)[C@]1(C)C(=O)N2	i
COc1ccc(CCNC(=O)CN2C(=O)C(=O)N(C3CCCC3)C2=O)cc1OC	i
CNS(=O)(=O)c1cccc(C(=O)OCC(=O)c2cc(C)n(CC3CCCO3)c2C)c1 (centres undefined)	i
COc1ccc(C(CCc2cc(OC)c(OC)c(OC)c2)NC(C)=O)cc1 (centres undefined)	i
Cc1ccc2c(c1)[C@H]1[C@H](CO2)[C@H](c2ccccc2)[C@]2(C)C(=O)N(CC3CCCO3)CC(=O)N12 (some centres undefined)	i
O=C1CN(C(=O)COC(=O)CCS(=O)(=O)c2ccccc2)c2ccccc2N1	i

An excerpt taken from the entries so far, for reference:
SMILES	ANO1 activ
CCCSc1ccc([C@@H]2[C@H]3C(=O)N(C)C(=O)[C@H]3[C@]3(C(=O)OC)CCCN23)cc1OC	i
COc1cccc(NC(=O)CN(C)C(=O)c2cc3ccccc3cc2OC)c1	-34.1*
COc1ccc(O)cc1	i
CC(C)CCN(C(=O)c1ccncc1)c1c(N)n(Cc2ccccc2)c(=O)[nH]c1=O	i
O=C(O)c1ccccc1C(=O)c1cccc2c(Br)cccc12	i
COc1ccc(C(=O)N2CCNC(=O)C2)cc1S(=O)(=O)Nc1ccc(Br)cc1	i
COc1ccc(CNC(=O)COC(=O)C(CCSC)NC(=O)c2ccco2)cc1OC (centres undefined)	i
CCCCN(C(=O)c1cccc(N2C(=O)c3ccccc3C2=O)c1)c1c(N)n(CCCC)c(=O)[nH]c1=O	i
O=C(O)c1cc(-c2ccccc2)nc(-c2ccccc2)c1	i
COc1ccc(NC(=O)CN(C)C(=O)c2ccc3ccccc3n2)cc1	i
COc1ccc(NS(=O)(=O)c2cc(C(=O)N(C)CCc3ccccn3)ccc2Cl)cc1	i
CN(CC(=O)Nc1ccc(F)c(F)c1F)C(=O)c1nn(Cc2ccccc2)c(=O)c2ccccc12	i
Cc1ccc2c(c1)C(=O)N1[C@H]3c4cc(Cl)ccc4OC[C@@H]3[C@H](c3ccccc3)[C@]1(C)C(=O)N2	i
COc1ccc(CCNC(=O)CN2C(=O)C(=O)N(C3CCCC3)C2=O)cc1OC	i
CNS(=O)(=O)c1cccc(C(=O)OCC(=O)c2cc(C)n(CC3CCCO3)c2C)c1 (centres undefined)	i

Additional compounds follow.
SMILES	ANO1 activ
Cc1ccc(Nc2c(O)nc[nH]c2=O)cc1C	i
CCc1nc(C)cn1S(=O)(=O)c1ccc2c(c1)OCCO2	i
O=C(Cn1nc(C(=O)O)c2ccccc2c1=O)Nc1cccc(S(=O)(=O)N2CCCC2)c1	i
COc1ccc(C2=CC(=O)C[C@H](c3ccc(Cl)cc3)C2)cn1	i
CC(C)[C@H](NC(N)=O)C(=O)Nc1cccc(S(=O)(=O)NC2=NCCCCC2)c1	i
CC(OC(=O)CN1C(=O)c2ccccc2C1=O)C(=O)NC1(C#N)CCCCC1 (centres undefined)	i
O=C(NNC(=O)c1ccncc1)Nc1ccc(Cl)cc1	i
O=C(c1ccc2c(c1)C(=O)N(Cc1ccncc1)C2=O)N1CCN(S(=O)(=O)c2ccc(OC(F)(F)F)cc2)CC1	i
Cc1ccc(S(=O)(=O)NCCC2=CCCCC2)cc1	i
O=C(O)C1(C(=O)O)CCCC1	i
COc1ccc(CCc2ccc3cc(OC)ccc3n2)cc1	i
COCC(C)n1c(C)cc(C(=O)COC(=O)c2cnc(Cl)c(Cl)c2)c1C (centres undefined)	i
COc1ccccc1NC(=O)COC(=O)c1cc([N+](=O)[O-])ccc1N1CCCC1	i
Cc1ccc(C(=O)OCC(=O)Nc2ccc(Cl)cn2)s1	i
O=C(Nc1cccc(S(=O)(=O)N2CCOCC2)c1)c1ccc(N2CCCC2=O)cc1	i
COc1cc(CN(C(C)=O)c2ccccc2C(=O)O)ccc1[N+](=O)[O-]	i
Cc1ccc(S(=O)(=O)N2CCCCC2)cc1NC(=O)Cc1cccs1	i
COc1ccc(C(CNC(=O)C2CC(=O)N(Cc3ccccc3)C2)N2CCOCC2)cc1 (centres undefined)	i
O=C(OCC(=O)N1CCOCC1)c1cnc(Cl)c(Cl)c1	i
COC(=O)[C@]1(C)N[C@H](CN(C)C(=O)Nc2ccc(OC)cc2)[C@@H]2C(=O)N(C)C(=O)[C@@H]21	i
NC(=O)C1CCN(C(=O)C(Cc2ccccc2)NC(=O)c2ccccc2)CC1 (centres undefined)	i
O=C(NCCc1ccc(C(F)(F)F)cc1)C1CC(=O)N(c2ccc3c(c2)OCCO3)C1 (centres undefined)	i
Cc1cc(C)nc(NNS(=O)(=O)c2ccc(Cl)cc2)n1	i
Cn1cnc2c(ncn2C2OC(CO)C(O)C2O)c1=S (centres undefined)	i
CC(=O)Nc1ccc(S(=O)(=O)NCCC(=O)NCCCc2ccccc2)cc1	i
CCOc1ccc(CN(C)C(=O)CCNC(=O)c2ccco2)cc1	i
O=C(/C=C/c1cccc(Cl)c1Cl)OCC(=O)N1CCOCC1	i
Nc1ccc2ccccc2c1C(=O)c1ccccc1	i
CCCCCCc1cc2cc(/C(N)=N/NC(=O)c3ccncc3)c(=O)oc2cc1O	i
O=S1(=O)c2ccccc2OC(COCc2ccccc2)CN1Cc1ccccc1 (centres undefined)	i
CCOc1ccc(S(=O)(=O)N2CCC(C(=O)NCc3ccccc3CN3CCCC3)CC2)cc1	i
Cc1cc(F)ccc1S(=O)(=O)Nc1ccc(C(=O)N2CCCCC2)cc1	i
O=C(NC1CCC(O)CC1)C1CCN(S(=O)(=O)c2c(Cl)cccc2Cl)CC1 (centres undefined)	i
CCOC(=O)c1[nH]c(C)c(C(=O)OCC(=O)NCc2ccc(Cl)cc2)c1C	i
CCN(CC)S(=O)(=O)c1ccc2[nH]c(=O)cc(C(=O)N(C)C3CCS(=O)(=O)C3)c2c1 (centres undefined)	i
COc1ccccc1CNC(=O)C1CSC2(C)CCC(=O)N12 (centres undefined)	i
Nc1cc2[nH]c(=O)c3ccccc3c2cc1Br	i
C#CCOCCOCCOCCNc1nc(N2CCN(C(=O)[C@H](CCCCN)n3cc([C@@H](N)CO)nn3)CC2)nc(N2CCN(C(=O)[C@H](CCCCN)n3cc([C@@H](N)CC(C)C)nn3)CC2)n1	i
COc1cc(/C=C/C(=O)c2ccc3c(c2)OCO3)cc(OC)c1OC	i
O=C(CN1CCN(C(=O)C2CCC2)CC1)Nc1ccc(F)cc1	i
Cc1cccc(N2CCN(CC(O)COc3ccccc3)CC2)c1 (centres undefined)	i
CCN(C(=O)COC(=O)CN1C(=O)c2ccccc2C1=O)c1ccccc1	i
CC(C)CNC(=O)COC(=O)c1c2c(nc3ccccc13)/C(=C\c1cccs1)CC2	i
O=C(COC(=O)/C=C/c1ccc(OC(F)F)cc1)NC1CCCCCC1	i
Cc1noc(C)c1COc1ccc(C(=O)N(C)CCOc2ccccc2)cc1	i
O=C1C=C(c2ccc3ccccc3c2)C[C@@H](c2ccc(F)cc2)C1	i
CN(Cc1ccccc1)CC1C2CCC(C2)C1O (centres undefined)	i
CC(C)[C@H](NC(=O)c1ccccc1)C(=O)OCC(=O)Nc1ccc(S(=O)(=O)N2CCOCC2)cc1	i
Cc1ccc(NC(=O)CN2C(=O)NC3(CCCc4ccccc43)C2=O)c(C)c1 (centres undefined)	i
Cn1cc(C(=O)NCC(=O)Nc2ccccc2Br)cn1	i
Next structures
SMILES	ANO1 activ
O=C(NC1CCCCC1)c1cc(S(=O)(=O)N2CCCCC2)ccc1N1CCOCC1	i
COc1ccccc1NC(=O)C(C)OC(=O)CSCC(=O)Nc1cc(C)on1 (centres undefined)	i
CCOC(=O)c1ccc(S(=O)(=O)NCCNCc2ccccc2)cc1	i
CCOc1ccc(CCNC(=O)c2ccc(C)c(S(=O)(=O)N3CCOCC3)c2)cc1OCC	i
COc1ccc(-c2c(C#Cc3ccsc3)c3cc(-c4ccc(CN5CCOCC5)cc4)ccc3n2C)cc1	i
COc1cc(CCCN[C@H](CN)Cc2ccccc2)cc(OC)c1OC	i
O=C(CCC(=O)c1cccs1)NNC(=O)c1cc(Cl)ccc1Cl	i
CCn1nc(C(=O)NCc2nnc3ccccn23)c2ccccc2c1=O	i
CN(C)c1cccc(F)c1C(=O)NC(=O)Nc1ccc(Cl)cc1	i
